Assay outcomes (PubChem BioAssay)
Pf growth 48h: Primary qHTS for delayed death inhibitors of the malarial parasite plastid, 48 hour incubation | 310,000 compounds, 5.9% hits | AID 504832, 2011 | P. falciparum luciferase growth in erythrocytes, 48 h | Potency, µM (top dose mostly 28.7 µM), for the others: top-dose activity change, negative = inhibition, usual class: inhibitors; also: potency is read from the fitted curve at half-maximal effect; % is scaled to controls: 0 for no effect and ±100 for the full control effect
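Firefly luciferase activity from engineered P. falciparum reports growth; inhibitors lower the luminescent signal. Cultures contained 2% hematocrit erythrocytes at 0.1% final parasitemia.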
TbPYK inhibitor: qHTS of Trypanosoma Brucei Inhibitors | pyruvate kinase (Trypanosoma brucei), Q57TT1 | TbPYK enzyme, Kinase-Glo Plus ATP luminescence, 45 min | Potency, µM (series often up to 76.8 µM), without a hit: at the highest dose activity, negative = inhibition, actives largely listed as inhibitors | 410,000 compounds, 0.12% hits | AID 624173, 2012; also: potency is read from the fitted curve at half-maximal effect; % is scaled to controls: 0 for no effect and ±100 for the full control effect; nearly all actives have a fitted effect of over 50% in size
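T. brucei PYK with substrate was exposed to pin-transferred compounds across a concentration series, then started with 130 uM ADP (final). After 45 min at room temperature, Kinase-Glo Plus luminescence was read, normalized and curve-fitted.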
Pf growth 96h: Primary qHTS for delayed death inhibitors of the malarial parasite plastid, 96 hour incubation; P. falciparum luciferase reporter growth, 96 h; 320,000 compounds, 6.9% hits; AID 504834, 2011; Potency, µM (doses to about 28.7 µM), for the others: at the top dose activity change, negative = inhibition, most hits filed as inhibitors; also: potency is read from the fitted curve at half-maximal effect; % is scaled to controls: 0 for no effect and ±100 for the full control effect
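Compounds incubated with erythrocytes infected by luciferase-expressing P. falciparum (2% hematocrit, 0.05% parasitemia final) for 96 hours, 37 C in 5% CO2. Growth inhibition scored as decreased luciferase luminescence.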
LmPK inhibitor: qHTS Assay for Inhibitors of Leishmania Mexicana Pyruvate Kinase (LmPK); AID 1721, 2009; purified LmPK, Kinase-Glo ATP luminescence, 1 h; 290,000 compounds, 0.37% hits; Q27686; Potency, µM (titrated, usually from 57.5 µM), inactives show at the highest dose activity change, negative = inhibition, hits mostly inhibitors; also: potency is read from the fitted curve at half-maximal effect; % is scaled to controls: 0 for no effect and ±100 for the full control effect
Target sequence (Q27686 whole entry, looked up): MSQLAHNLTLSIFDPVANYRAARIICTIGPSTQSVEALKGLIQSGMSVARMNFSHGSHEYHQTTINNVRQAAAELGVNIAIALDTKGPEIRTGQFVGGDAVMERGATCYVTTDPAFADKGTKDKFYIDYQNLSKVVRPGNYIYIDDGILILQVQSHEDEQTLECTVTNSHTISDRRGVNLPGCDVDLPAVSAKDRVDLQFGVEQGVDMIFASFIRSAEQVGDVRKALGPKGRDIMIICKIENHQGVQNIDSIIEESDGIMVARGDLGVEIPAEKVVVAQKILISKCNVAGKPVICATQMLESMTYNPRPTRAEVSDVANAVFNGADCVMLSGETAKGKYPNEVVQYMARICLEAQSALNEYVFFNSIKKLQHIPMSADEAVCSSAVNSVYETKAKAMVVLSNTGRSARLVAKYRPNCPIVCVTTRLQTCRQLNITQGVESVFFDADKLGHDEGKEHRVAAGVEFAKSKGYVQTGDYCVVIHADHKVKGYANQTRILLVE
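qHTS format; LmPK 0.1 nM; substrates PEP 0.5 mM and ADP 0.1 mM. One-hour room-temperature incubation, then coupled luciferase luminescence; 0.5 nM enzyme wells mark activation.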
Shiga inhibitor: A qHTS for Small Molecule Inhibitors of Shiga Toxin; inhibition, % at 38.7 µM; Vero cells, Shiga toxin protein synthesis inhibition reporter; 290,000 compounds, 9.2% hits; in the data active = inhibition mostly above about 28%, no sharp cut-off; inactive = mostly below about 43%; also: 0% is about no effect
AmpC inh no detg: qHTS Inhibitors of AmpC Beta-Lactamase (assay without detergent) | P00811 | AmpC nitrocefin hydrolysis, absorbance 480 nm, 0.0001% Triton | Potency, µM (titrated, usually from 57.1 µM), inactives show at the top dose activity change, negative = inhibition, usual class: inhibitors | 330,000 compounds, 0.52% hits | AID 485341, 2010;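 also: potency is read from the fitted curve at half-maximal effect; plate controls were no compound for no effect and no enzyme for full effect; nearly all actives have a fitted effect of over 20% in size; some results filed as inactive show a strong effect at the top dose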
Target sequence (P00811 whole entry, looked up): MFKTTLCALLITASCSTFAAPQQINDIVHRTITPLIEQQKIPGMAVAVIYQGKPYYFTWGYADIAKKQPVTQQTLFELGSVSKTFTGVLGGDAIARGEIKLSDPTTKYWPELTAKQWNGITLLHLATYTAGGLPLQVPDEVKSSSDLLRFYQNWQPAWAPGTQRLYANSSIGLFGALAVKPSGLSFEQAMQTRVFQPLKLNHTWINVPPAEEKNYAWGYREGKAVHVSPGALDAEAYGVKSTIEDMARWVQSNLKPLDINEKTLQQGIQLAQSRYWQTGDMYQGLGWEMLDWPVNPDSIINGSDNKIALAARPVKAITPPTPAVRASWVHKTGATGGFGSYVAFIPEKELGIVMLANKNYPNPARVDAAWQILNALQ
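20 mM phosphate pH 7.0 + 0.01% (detergent screen) or 0.0001% Triton X-100; 5.3 nM AmpC reagent; cpd preinc 15 min RT; nitrocefin (800 uM stock) to start; A480 q20 s × 4 min; Activity was normalised to no-enzyme and no-compound control wells.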
CHX counter: Cycloheximide Counterscreen for Small Molecule Inhibitors of Shiga Toxin; cell reporter, cycloheximide protein synthesis inhibition counterscreen; max response, %; 300,000 compounds, 12% hits; AID 2314, 2010; in the data active = max response mostly above about 13%, no sharp cut-off; inactive = mostly below about 14%; also: read at 38.3 µM for the half of the compounds with a filed dose; 0% is about no effect
Active calls of the source: *; ? = inconclusive; nt = no result given; [ ] = remark or other dose. Unless noted, calls follow the shape of the dose curve; as a rule, active = well fitted curve in the direction sought with a large enough effect; inconclusive = small, poorly fitted or top-dose-only effect, or another doubt; inactive = no such curve, though single readings can be large; an effect the other way counts as inactive or inconclusive.

SMILES	Pf growth 48h	TbPYK inhibitor	Pf growth 96h	LmPK inhibitor	Shiga inhibitor	AmpC inh no detg	CHX counter
O=C(NCCc1c[nH]c2ccccc12)C1CCCN(S(=O)(=O)c2ccccc2)C1 (stereo not drawn)	?	-8%	-18%	10%	-12	-25%	0
OC1=C(O)c2nc3cc(F)ccc3nc21	28%	-1%	29%	-12%	26	-20%	-2
Nc1ccc(-c2nc3c(Cl)cc(N)cc3[nH]2)cc1	?	-5%	9.3µM*	-13%	-20	-23%	-8
O=C(/C=C/c1ccc2c(c1)OCO2)Nc1cc(S(=O)(=O)N2CCOCC2)ccc1N1CCOCC1	-5%	-7%	?	-1%	-8	209%[activator]	-2
COc1ccc(CNC(=O)C(C)OC(=O)Cn2cnc3c2c(=O)n(C)c(=O)n3C)cc1 (stereo not drawn)	24%	-9%	56%[activator]	nt	nt	-9%	nt
O=C(Nc1nc(=O)c2ccccc2s1)c1ccc(F)cc1	231%[activator]	-10%	?	-10%	50*	-11%	15*
Cc1cc(=O)[nH]c(-n2[nH]c(C)cc2=O)n1	36%[activator]	0%	?	-4%	-23	-5%	-4
Cc1ccsc1CNCC(O)c1ccccc1 (stereo not drawn)	12µM*	0%	-26%	-8%	-2	-13%	-1
Cc1ccc(SCCNC(=O)CN(c2ccc3c(c2)OCO3)S(C)(=O)=O)cc1	?	3%	nt	1%	-3	17%	-3
Cc1cc(=O)oc2cc(OC(C)C(=O)NCCc3ccc(S(N)(=O)=O)cc3)ccc12 (stereo not drawn)	2%	0%	2%	4%	-15	-19%	-2
COc1cc(NC(=S)NCc2ccco2)cc(OC)c1OC	-1%	-4%	5.2µM*	1%	-5	1%	3
CC(=O)c1ccc(Nc2nc(C)nc3c2oc2ccccc23)cc1	23%	nt	nt	6%	-2	-9%	8
CCOc1ccccc1CN1CCC(n2nccc2NC(=O)CCc2ccccc2)CC1	?	-10%	10%	0%	-14	28%	-2
CN(Cc1nc(Cc2cccc(C(F)(F)F)c2)no1)C1CC(C)(C)NC(C)(C)C1	-18%	-2%	?	1%	-14	37%	1
O=C(NCC(c1ccccc1Cl)N1CCCC1)C1CCN(C(=O)Nc2ccccc2)CC1 (stereo not drawn)	?	2%	?	nt	nt	39%	nt

Another view of some results above:
Below each SMILES – Pf growth 48h, TbPYK inhibitor, Pf growth 96h, LmPK inhibitor, Shiga inhibitor, AmpC inh no detg, CHX counter
- Nc1ccc(-c2nc3c(Cl)cc(N)cc3[nH]2)cc1
    ?, -5%, 9.3µM*, -13%, -20, -23%, -8
- COc1ccc(CNC(=O)C(C)OC(=O)Cn2cnc3c2c(=O)n(C)c(=O)n3C)cc1 (stereo not drawn)
    24%, -9%, 56%[activator], nt, nt, -9%, nt
- Cc1cc(=O)[nH]c(-n2[nH]c(C)cc2=O)n1
    36%[activator], 0%, ?, -4%, -23, -5%, -4
- Cc1ccc(SCCNC(=O)CN(c2ccc3c(c2)OCO3)S(C)(=O)=O)cc1
    ?, 3%, nt, 1%, -3, 17%, -3

The list goes on:
SMILES	Pf growth 48h	TbPYK inhibitor	Pf growth 96h	LmPK inhibitor	Shiga inhibitor	AmpC inh no detg	CHX counter
O=C(NCCN1CCOCC1)C1CCN(c2ncnc3c2sc2cccc(F)c23)CC1	nt	-1%	?	5%	-8	39%	6
C/C(=N\NC(=O)C(O)c1ccccc1)c1ccc(Cl)s1 (stereo not drawn)	?	-5%	?	0%	-9	-19%	-2
Cc1ccc(N2CC(C(=O)Nc3c(C)n(C)n(-c4ccccc4)c3=O)CC2=O)cc1 (stereo not drawn)	0%	1%	2%	-2%	-7	-2%[11.4 µM]	-2
C/C(=N\Nc1nncc2ccccc12)c1ccc(C(C)(C)C)cc1	10%	1%	?	-3%	98*	-17%	42*
O=C(CSc1nnc(Cc2cc(=O)[nH]c(=O)[nH]2)n1-c1ccccc1)NCC1CCCO1 (stereo not drawn)	15%	-11%	0%	4%	-9	0%	0
NC(N)=NC(N)=Nc1ccc(SC(F)(F)F)cc1	15µM*	-2%	3.3µM*	-1%	-8	-20%	-4
CCn1nc(C(=O)Nc2cccc(C(F)(F)F)c2)c(Cl)c1Cl	25%	-13%	38%[activator]	5%	44	-23%	-3
O=C(Nc1nccs1)c1cc([N+](=O)[O-])ccc1Cl	?	-2%	30%	-7%	-4	-38%	3
CCCCn1c(=O)[nH]c(=O)c2c1nc(-c1ccc(C)c([N+](=O)[O-])c1)n2CC	?	0%	?	-8%	-11	-10%	-1
CCN(C(=O)COC(=O)c1ccc(C)c(S(=O)(=O)N2CCOCC2)c1)C1CCS(=O)(=O)C1 (stereo not drawn)	34%[activator]	2%	-21%	nt	nt	11%	nt
O=C(Nc1ccc(Cl)cc1)c1ccc2c(=O)n3c(nc2c1)CCCCC3	6%	1%	6%	0%	41*	-48%	54*
O=C(c1ccc([N+](=O)[O-])s1)N1CCc2ccccc21	?	-1%	44%[activator]	2%	25	-9%	7
CC(C(=O)N1CCCC1)N(C)CC(=O)Nc1cccc(F)c1 (stereo not drawn)	8%	4%	?	nt	nt	-14%	nt
Cc1cccn2c(=O)c3cc(C(=O)NCCCn4ccnc4)n(C)c3nc12	?	8%	?	-12%	-7	60%[activator]	-4
CC1(C)CC(=O)C(C(c2ccc(Br)cc2)C2C(=O)CC(C)(C)CC2=O)C(=O)C1	111%[activator]	-8%	?	2%	-11	-2%	-3
Cc1nn(Cc2ccccc2)c(Cl)c1C(=O)Nc1ccc(OC(F)(F)F)cc1	-11%	-2%	?	6%	-5	7%	1
O=C1c2sc3nc4n(c(=O)c3c2CCC1Br)CCCCC4 (stereo not drawn)	?	?	9.3µM*	28µM*	53*	-33%	31*
Nc1c(-c2ccccc2)c(CSc2nc3ccccc3[nH]2)nn1-c1cccc(C(=O)O)c1	4%	0%	13%	5%	17	-26%	-2
CCC(C)c1ccc(NC(=O)N2CCN(C(=O)C3CCCO3)CC2)cc1 (stereo not drawn)	6%	2%	0%	-2%	-3	22%	1
COc1cccc(-c2nc(CS(=O)(=O)c3ccccc3)no2)c1	136%[activator]	3%	?	1%	91*	-26%	51*
O=C(CCCN1C(=O)c2ccccc2C1=O)Nc1ccc(S(=O)(=O)N2CCOCC2)cc1	3%	11%	-16%	-6%	-31	-20%	11
COCCn1c(SCC(=O)OCc2ccccc2)nc2c1c(=O)[nH]c(=O)n2C	2%	-5%	6%	1%	-7	-16%	-2
CC(Nc1cc(N2CCOCC2)ccc1[N+](=O)[O-])c1ccccc1 (stereo not drawn)	?	0%	-13%	0%	-13	-16%	-3
NS(=O)(=O)c1ccc(NC(=O)CN2C(=O)C3C4C=CC(C4)C3C2=O)cc1 (stereo not drawn)	21%	6%	29%	3%	-10	3%[2.29 µM]	0
Fc1ccc2c(c1)C(c1ccc(N3CCOCC3)cc1)=NNC(c1cccs1)=N2	?	-2%	?	4%	2	60%[activator]	-3
CC1(c2nnc(-c3ccc(F)cc3)o2)CC(c2ccccc2)=NO1 (stereo not drawn)	52%[activator]	-7%	38%[activator]	2%	-2	28%	-3
CC1(OC(=O)CCc2ccccc2)C(=O)C=C2C=C(c3ccc(C#N)cc3)N(C3CCCC3)C=C2C1=O (stereo not drawn)	?	-2%	?	-1%[11.5 µM]	-8	75%[activator]	-1
O=C1NC(=O)C(c2cccs2)(c2cccs2)N1	31%[activator]	0%	0%	0%	-3	-18%	-3
Cc1cc(-c2n[nH]c(=S)n2/N=C/c2c[nH]c3ccccc23)n[nH]1	-11%	2.8µM*	?	?	-7	-27%	-2
CCOc1cc(C=O)ccc1OCC(=O)NC(C)(C)C	10%	-6%	?	3%	-9	-5%	-3
COc1cc(/C=N/NC(=O)c2nc(-c3ccccc3)n(-c3ccccc3)n2)ccc1O	9%	2%	-29%	1%	-9	-24%	-2
c1ccc2oc(-c3ccc4nc[nH]c4c3)nc2c1	238%[activator]	5%	-25%	-21%	75*	-23%	39*
COc1ccc(NC(=O)COC(=O)c2ccc3c(c2)OCCO3)cc1OC	5%	-1%	-17%	nt	nt	-16%	nt
CCOC(=O)C1=C(C)NC(=O)N(C(C)=O)C1c1ccc(Cl)cc1 (stereo not drawn)	5.2µM*	-4%	4.1µM*	2%	0	-4%	-4
O=C(NOC(=O)c1ccccc1F)c1ccc(OC(F)F)cc1	13%	1%	-11%	-21%	38	-20%	22
O=C(CCN1C(=O)/C(=C\c2cccs2)SC1=S)Nc1ccc(C(=O)O)cc1	-2%	1%	?	-8%	-10	-7%	-4
COc1cccc(OC)c1C(=O)OCC(=O)N(C)c1ccccc1	-10%	1%	?	4%	-4	-5%	-4
CN1CCN(C(=O)C23CC4CC(CC(C4)C2)C3)CC1	?	-2%	59%[activator]	-1%	33	?	-1
Cc1cc(C)nc(SSc2nc(C)cc(C)n2)n1	?	?	?	25%	-8	?	-3
COc1ccc(C2=NN(C(=O)c3cccnc3)C(c3ccccc3)C2)cc1 (stereo not drawn)	?	-10%	?	4%	-14	17%	-6
O=C(O)c1ccc2c(=O)n3c(nc2c1)/C(=C/c1ccc(OC(F)F)cc1OC(F)F)CC3	-15%	-30%	?	-1%	1	-19%	1
Cc1cnc(C(=O)OCc2ccc(C#N)cc2)cn1	9%	-7%	42%[activator]	-2%	-3	-11%	-6
O=C(Cc1c(F)cccc1Cl)Nc1cccnc1	-4%	-3%	nt	-11%	-15	-24%	3
COc1cccc(C(=O)C2CCCN(C/C=C/c3ccccc3OC)C2)c1 (stereo not drawn)	17%	-9%	-14%	5%	-8	-7%	-2
O=C(Nc1ccc(F)cc1F)c1c(C(F)(F)F)ccnc1Oc1cccc(C(F)(F)F)c1	15µM*	2%	10µM*	0%	5	10%	-1
C=Cn1cc[n+](CC(=O)c2ccc(OC)cc2)c1	?	2%	?	-9%	-8	-7%	-2
COc1cc(CCN)ccc1O	-2%	-5%	?	nt	nt	-5%	nt
CC1CCN(S(=O)(=O)N2CCC(C(=O)O)CC2)CC1	15%	-3%	?	4%	7	-21%	6
Cc1csc(SCC(=O)Nc2cc(S(=O)(=O)N3CCCC3)ccc2Cl)n1	1%	0%	?	-1%	21	-26%	1
CCOc1ccc(C(CC(=O)O)NC(=O)c2sc3ccccc3c2Cl)cc1 (stereo not drawn)	-10%	-5%	?	-2%	-12	-15%	-1
COc1ccc(-c2csc(Nc3ccc(S(=O)(=O)Nc4cc(OC)nc(OC)n4)cc3)n2)cc1	29%	-11%	15µM*	7%	-5	-24%	-2
COc1ccc(NC(=S)N(CCC(C)C)C2CCN(C(C)C)CC2)cc1Cl	?	-25%	?	1%	-6	20%	-2
Cc1cc(N2CCOCC2)nc2ccc(NC(=O)CCC(=O)N3CCN(c4ccc(F)cc4)CC3)cc12	?	1%	?	2%	25	154%[activator]	4
Cc1nn(C)c(C(=O)N/N=C/c2cccc(Oc3ccccc3)c2)c1Br	-6%	-8%	11%	2%	7	128%[activator]	-2
